HRas wt GTP bind: modulators of GTP binding to human HRas wildtype; P01112; GST-Ras wt beads, Bodipy-FL-GTP binding, flow cytometry; actives lie on both sides; GTP binding activity, % at 10 µM; 190,000 compounds, 0.14% hits; AID 759;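 active = GTP binding activity at least 20% away from the 100% baseline, either lowered as inhibitor or raised as activator; inconclusive = flagged as likely green fluorescent, judged across all proteins in the well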;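 also: 0% = unlabeled GTP competition control and 100% = no-compound control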
Target sequence (P01112 whole entry, looked up): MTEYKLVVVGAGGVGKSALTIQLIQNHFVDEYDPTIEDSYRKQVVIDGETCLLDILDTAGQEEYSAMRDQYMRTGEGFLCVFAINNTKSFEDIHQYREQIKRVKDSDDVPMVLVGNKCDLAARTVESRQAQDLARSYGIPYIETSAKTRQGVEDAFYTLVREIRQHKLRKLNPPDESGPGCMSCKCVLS
Rac1 wt GTP bind: alters GTP binding to wildtype human Rac1; 190,000 compounds, 0.27% hits; GTP binding activity (% of control), % at 10 µM; GST-Rac1 beads, fluorescent GTP binding, flow cytometry; actives lie on both sides; 0 = cold GTP competed, 100 = untreated; AID 757; P63000;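 active = GTP binding activity at least 20 points away from the 100% control level, either lower or higher; inconclusive = compound flagged as likely green fluorescent, judged across all proteins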
Pf gametocyte: P. falciparum stage V gametocyte viability inhibition. P. falciparum stage V gametocytes, ATP luminescence, 24 h. inhibition, % at 10.9 µM. 150,000 compounds, 0.065% hits;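 active = inhibition above the mean plus 3 SD of compounds within the control limits, set per campaign, cut at about 38% in these data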;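 also: 0% = DMSO wells and 100% = medium only without gametocytes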
Rab2 wt GTP: changes GTP binding to wildtype dog Rab2A, up or down | P61105 | 190,000 compounds, 0.19% hits | GST-Rab2 wt beads, Bodipy-GTP binding, flow cytometry | GTP binding activity, % at 10 µM;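 active = GTP binding activity at least 20 points away from 100%, either lowered or raised; inconclusive = signal likely due to the compound's own green fluorescence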;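 also: 0% = beads with excess unlabeled GTP and 100% = no-compound control corrected for plate trend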
Mcl-1 Bim block: inhibitors of Bim-Mcl-1 interaction, human. 190,000 compounds, 0.1% hits. Q07820. AID 1009. inhibition, % at 10 µM. Bead-based flow cytometry, Bim peptide-Mcl-1 binding; in the data active = inhibition above about 40%;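 also: 0% = no compound tracer wells and 100% = peptide blocker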
Target sequence (Q07820 whole entry, looked up): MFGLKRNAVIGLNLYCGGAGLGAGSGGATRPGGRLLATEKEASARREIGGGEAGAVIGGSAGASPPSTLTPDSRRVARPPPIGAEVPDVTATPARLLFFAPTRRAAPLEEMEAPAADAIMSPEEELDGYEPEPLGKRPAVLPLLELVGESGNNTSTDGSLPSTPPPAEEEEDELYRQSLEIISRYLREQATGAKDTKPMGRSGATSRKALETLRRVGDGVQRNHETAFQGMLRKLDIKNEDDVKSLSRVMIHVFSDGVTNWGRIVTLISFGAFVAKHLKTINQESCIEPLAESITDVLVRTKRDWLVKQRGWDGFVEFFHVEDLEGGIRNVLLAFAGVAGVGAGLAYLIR
Avidin bead fluor: compound fluoresces at 488/530 nm on avidin beads | compound fluorescence 488/530 nm, flow cytometry; active compounds read high | fluorescence (KMESF) at 10 µM | 220,000 compounds, 0.38% hits | AID 1775; in the data active = fluorescence above about 47; also: inactives centre near 10
Mcl1-Bid inh: disrupts binding of human Mcl-1 to Bid peptide. TR-FRET Mcl-1/Bid-Dy647 peptide binding, 1536-well. inhibition, % at 21.7 µM. 220,000 compounds, 0.97% hits;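 active = compounds that cut the binding signal by more than half at the single screening dose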;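 also: His-tagged Mcl-1 with europium anti-His antibody binding Bid BH3 peptide; 0% = Mcl-1 plus peptide wells and 100% = peptide-only wells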
Rab7 wt modul: dog Rab7 wildtype GTP binding, inhibitors and activators; GTP binding activity (percent of control), % at 10 µM; 190,000 compounds, 0.055% hits; GST-Rab7 beads, fluorescent GTP binding, flow cytometry; actives lie on both sides; untreated = 100%, excess cold GTP = 0%; AID 758;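 active = fluorescent GTP binding to Rab7 beads changed by at least 20 points from the 100% baseline, either direction, mostly lower; inconclusive = compound itself probably fluorescent, or too few beads counted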;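 also: median green fluorescence of bound Bodipy-FL-GTP per Rab7 bead population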
Rac1 mut GTP: modulators of GTP binding to human Rac1 activated mutant. GST-Rac1 activated beads, fluorescent GTP binding, flow cytometry; actives lie on both sides; 100% means binding = to untreated wells. percent activity (GTP binding), % at 10 µM. 190,000 compounds, 0.11% hits. AID 764;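 active = GTP binding at least 20 percentage points away from the 100% baseline, in either direction, so actives lie on both sides; inconclusive = Compound likely fluorescent itself, or too few beads counted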
Mcl1 Noxa PPI: Mcl-1/Noxa interaction inhibition. Q07820. TR-FRET Mcl-1/Noxa peptide binding, 2 h. inhibition, % at 21.7 µM. 220,000 compounds, 1.5% hits;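 active = compounds that cut the protein-peptide binding signal by more than 50% relative to plate controls in a single-dose test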;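 also: His-tagged Mcl-1 with rhodamine Noxa BH3 peptide and terbium anti-His antibody; 0% = Mcl-1 plus Noxa peptide wells and 100% = peptide-only wells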
Cdc42 wt: modulators (inhibitors or activators) of GTP binding to human Cdc42 wildtype | P60953 | GST-Cdc42 beads, Bodipy-GTP binding, flow cytometry; actives lie on both sides | percent activity (GTP binding), % at 10 µM | 190,000 compounds, 0.2% hits | AID 761;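 active = percent activity GTP binding at least 20 points away from the 100% baseline, either down as inhibitor or up as activator; inconclusive = compound flagged as likely green fluorescent from well-wide comparison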;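 also: median bead fluorescence of bound Bodipy-FL-GTP at 100 nM; 0% = excess unlabeled GTP control and 100% = no compound control; below 100% means less GTP binding so inhibitor and above means activator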
Target sequence (P60953 whole entry, looked up): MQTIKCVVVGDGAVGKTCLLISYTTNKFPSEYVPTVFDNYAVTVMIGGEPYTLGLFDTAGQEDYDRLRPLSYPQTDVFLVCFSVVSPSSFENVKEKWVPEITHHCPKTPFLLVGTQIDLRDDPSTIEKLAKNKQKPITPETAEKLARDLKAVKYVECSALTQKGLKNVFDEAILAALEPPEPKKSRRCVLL
* = called active by the depositor; ? = inconclusive; / = no result given.

SMILES | HRas wt GTP bind | Rac1 wt GTP bind | Pf gametocyte | Rab2 wt GTP | Mcl-1 Bim block | Avidin bead fluor | Mcl1-Bid inh | Rab7 wt modul | Rac1 mut GTP | Mcl1 Noxa PPI | Cdc42 wt
CCn1c(C)[n+](CCOCC[n+]2c(C)n(CC)c3cc(Cl)c(Cl)cc32)c2cc(Cl)c(Cl)cc21 | 98.0 | 101.0 | -4.2 | 100.0 | 0.0 | 35 | 24.9 | 99.0 | 98.0 | 22.3 | 99.0
O=C(OCc1nc2ccccc2s1)c1cccc(N2C(=O)CCC2=O)c1 | 96.0 | 92.0 | / | 98.0 | -1.0 | 8 | -25.1 | 102.0 | 91.0 | 0.5 | 95.0
Cn1c(=O)c2ncn(CC(=O)NCCC3=CCCCC3)c2n(C)c1=O | 97.0 | 100.0 | 5.0 | 99.0 | -2.0 | 33 | -8.8 | 96.0 | 97.0 | 10.5 | 97.0
CCOc1ccc(C(=O)C2CCN(CC(=O)Nc3ccccc3N3CCOCC3)CC2)cc1 | 98.0 | 97.0 | -17.2 | 97.0 | 0.0 | 40 | -7.8 | 98.0 | 95.0 | -4.7 | 98.0
CC1(C)CC(=O)C2=C(C1)N(c1ccccc1)C(=O)CC2c1ccsc1 (configuration not stated) | 100.0 | 101.0 | / | 100.0 | 1.0 | 8 | -9.5 | 101.0 | 97.0 | 19.5 | 99.0
N#C/C(=C(/O)COC(=O)c1ccc(Cl)c(S(=O)(=O)N2CCOCC2)c1)c1nc2ccccc2[nH]1 | 96.0 | 98.0 | -7.7 | 95.0 | -1.0 | 16 | -1.4 | 100.0 | 98.0 | 52.2* | 102.0
O=C(Nc1cccc(-c2nnc(-c3ccccc3)o2)c1)c1ccc(Br)o1 | 85.0 | 80.0 | -12.2 | 86.0 | 0.0 | 11 | -13.9 | 88.0 | 86.0 | / | 87.0
CCOc1cc(CNCc2cccs2)cc(Br)c1OCC | 99.0 | 96.0 | / | 103.0 | 0.0 | 19 | -4.9 | 105.0 | 102.0 | 4.2 | 96.0
COC(=O)c1cn(NC(=O)Cc2c(F)cccc2Cl)c(=O)c2ccccc12 | 99.0 | 101.0 | -3.9 | 98.0 | -1.0 | 11 | -10.8 | 107.0 | 96.0 | 10.2 | 99.0
O=C(NCc1ccccc1Cl)c1cnccn1 | 106.0 | 105.0 | 24.4 | 106.0 | 0.0 | 9 | -9.7 | 101.0 | 102.0 | -8.8 | 107.0
CCOC(=O)c1ccc(NC(=S)N2CCC(C(N)=O)CC2)cc1 | 98.0 | 99.0 | 0.5 | 99.0 | -2.0 | 12 | -24.9 | 95.0 | 102.0 | -0.5 | 103.0
COc1ccc(Oc2c(C=O)c3ccccc3n2C)cc1 | 101.0 | 101.0 | / | 99.0 | -4.0 | 34 | 12.4 | 98.0 | 100.0 | 8.4 | 102.0
Cc1nc(-n2nnc3cc(C)c(C)cc32)c2c3c(sc2n1)CCCC3 | 99.0 | 97.0 | / | 100.0 | 2.0 | 8 | 11.8 | 100.0 | 99.0 | 5.2 | 99.0
Cc1ccccc1OCCNc1cc(N2CCN(CCO)CC2)ccc1[N+](=O)[O-] | 104.0 | 107.0 | / | 102.0 | 0.0 | 7 | -48.3 | 100.0 | 101.0 | 0.6 | 103.0
N#CC1=C2SCN(c3ccccc3)CN2C(=O)CC1c1c(Cl)cccc1Cl (configuration not stated) | 100.0 | 105.0 | / | 102.0 | -6.0 | 5 | -2.6 | 97.0 | 99.0 | 29.5 | 104.0
Cc1ccc(OCC(=O)Nc2nnc(C3CCCO3)s2)c(Br)c1 (configuration not stated) | 94.0 | 99.0 | 1.9 | 96.0 | 5.0 | 8 | 12.7 | 92.0 | 96.0 | 14.6 | 98.0
COc1ccc(/C=C/C(=O)NC(=S)NN2CCCCC2c2cccnc2)cc1OC (configuration not stated) | 100.0 | 106.0 | -19.1 | 97.0 | -5.0 | 16 | -68.6 | 100.0 | 100.0 | 15.4 | 99.0
NC(=O)OCC(COC(N)=O)c1ccccc1 | 100.0 | 101.0 | / | 100.0 | -5.0 | / | -3.0 | 100.0 | 96.0 | 7.3 | 101.0
CC1CCCCC1NC(=O)C1Cc2ccccc2CN1S(C)(=O)=O (configuration not stated) | 101.0 | 107.0 | -31.0 | 102.0 | -1.0 | 15 | -2.9 | 102.0 | 101.0 | 7.5 | 101.0
CC(C)c1nnc(SCc2ccc(CSc3nnc(C(C)C)n3N)cc2)n1N | 93.0 | 90.0 | 3.9 | 91.0 | -2.0 | 26 | -2.1 | 95.0 | 92.0 | 6.8 | 92.0
CC(OC(=O)c1snc(C(=O)NC2CCCCC2)c1N)C(=O)NC1CCCCC1 (configuration not stated) | 100.0 | 106.0 | / | 101.0 | 0.0 | 15 | -9.0 | 101.0 | 99.0 | -11.9 | 100.0
O=C(c1ccncc1)N(Cc1cc2ccccc2[nH]c1=O)C1CCCCC1 | 101.0 | 101.0 | / | 101.0 | -1.0 | 7 | 7.8 | 104.0 | 99.0 | 1.0 | 99.0
CC(C)Nc1nnc(SCC(=O)Nc2ccc(F)cc2)s1 | 95.0 | 96.0 | 15.0 | 97.0 | 3.0 | 7 | -11.7 | 95.0 | 93.0 | 1.6 | 98.0
Cc1cc(CNC(=S)Nc2cccc(Cl)c2Cl)nn1C | 97.0 | 100.0 | -8.3 | 98.0 | -2.0 | 5 | -11.7 | 97.0 | 98.0 | 2.5 | 100.0
NC(=O)c1sc2nc3c(c(-c4ccccc4)c2c1N)CCC3 | 99.0 | 99.0 | -5.6 | 95.0 | 1.0 | 8 | -15.9 | 101.0 | 95.0 | 9.4 | 97.0
CC(C)(C)C(=O)Nc1cccc(C(=O)Nc2cc(C(=O)O)cc(C(=O)O)c2)c1 | 101.0 | 106.0 | -14.1 | 96.0 | -1.0 | 2 | -15.7 | 99.0 | 100.0 | -9.8 | 105.0
CCCC(c1nnnn1CCOC)N1CCN(c2cccc(OC)c2)CC1 (configuration not stated) | 100.0 | 101.0 | -2.8 | 100.0 | -1.0 | 23 | 22.0 | 99.0 | 97.0 | 12.5 | 102.0
COc1ccc(N2CCN(C(=O)CSc3nnc(NC(=O)C4CC4)s3)CC2)cc1 | 97.0 | 100.0 | / | 100.0 | 0.0 | 14 | -21.2 | 106.0 | 96.0 | 13.7 | 100.0
Cc1ccc(S(=O)(=O)Nc2ccc(N3CCOCC3)nc2)cc1 | 97.0 | 99.0 | -24.6 | 96.0 | 3.0 | 10 | -11.3 | 99.0 | 93.0 | 8.6 | 99.0
CC(=O)N/C(=C/c1ccc2c(c1)OCO2)C(=O)Nc1ccccc1 | 101.0 | 103.0 | -4.1 | 101.0 | -4.0 | 24 | -7.0 | 98.0 | 101.0 | 15.0 | 104.0
Cc1ccc(CSCC(=O)NCc2ccco2)cc1 | 96.0 | 99.0 | -8.4 | 98.0 | 1.0 | 7 | -30.8 | 95.0 | 95.0 | -3.4 | 99.0
CCOc1cc(/C=N/NC(=O)c2cc(C)[nH]n2)ccc1OC(=O)c1ccc([N+](=O)[O-])cc1 | 103.0 | 101.0 | / | 103.0 | -1.0 | 11 | -32.4 | 99.0 | 99.0 | -3.0 | 101.0
CCCCNC(=O)C(Sc1ccccc1)c1ccccc1 (configuration not stated) | 105.0 | 105.0 | -12.3 | 104.0 | -3.0 | 3 | -15.9 | 105.0 | 104.0 | -1.4 | 104.0
CSCC[C@H](NC(=O)Nc1ccc(C)cc1)C(=O)O | 99.0 | 104.0 | / | 101.0 | -3.0 | 26 | -31.9 | 95.0 | 100.0 | 1.4 | 104.0
O=S(=O)(N/N=C/c1ccc(Cl)cc1)c1ccc(Cc2ncc(C(F)(F)F)cc2Cl)s1 | 101.0 | 104.0 | -27.8 | 98.0 | 0.0 | 8 | 14.1 | 98.0 | 96.0 | 8.6 | 98.0
CCCC(=O)NC(Nc1ccccc1F)C(Cl)(Cl)Cl (configuration not stated) | 104.0 | 108.0 | / | 104.0 | -5.0 | 14 | -12.0 | 102.0 | 102.0 | 8.6 | 105.0
COC(=O)c1cc(OC)c(OC)cc1NC(=O)Nc1cccc(C(C)=O)c1 | ? | ? | -10.2 | ? | 28.0 | 9 | 8.1 | ? | ? | 0.2 | ?
CC(=O)OC1C(N2CCCCC2)c2c(ccc(/C=C/C(=O)N3CCCCC3)c2O)OC1(C)C (configuration not stated) | 94.0 | 96.0 | / | 99.0 | -1.0 | 11 | -12.7 | 100.0 | 95.0 | -7.9 | 93.0
O=C(CN1CCCCC1)N1c2ccccc2CCc2ccccc21 | 105.0 | 112.0 | / | 101.0 | 0.0 | 12 | -27.0 | 105.0 | 101.0 | 9.8 | 109.0
c1ccc(CN2CCOCC2)cc1 | 104.0 | 102.0 | / | 102.0 | -1.0 | 8 | -14.8 | 102.0 | 99.0 | 3.2 | 101.0

For reference, part of the list above:
SMILES | HRas wt GTP bind | Rac1 wt GTP bind | Pf gametocyte | Rab2 wt GTP | Mcl-1 Bim block | Avidin bead fluor | Mcl1-Bid inh | Rab7 wt modul | Rac1 mut GTP | Mcl1 Noxa PPI | Cdc42 wt
O=C(CN1CCCCC1)N1c2ccccc2CCc2ccccc21 | 105.0 | 112.0 | / | 101.0 | 0.0 | 12 | -27.0 | 105.0 | 101.0 | 9.8 | 109.0
c1ccc(CN2CCOCC2)cc1 | 104.0 | 102.0 | / | 102.0 | -1.0 | 8 | -14.8 | 102.0 | 99.0 | 3.2 | 101.0

Remaining list, next part
SMILES | HRas wt GTP bind | Rac1 wt GTP bind | Pf gametocyte | Rab2 wt GTP | Mcl-1 Bim block | Avidin bead fluor | Mcl1-Bid inh | Rab7 wt modul | Rac1 mut GTP | Mcl1 Noxa PPI | Cdc42 wt
C/C(=N\NC(=O)CNC(=O)c1ccncc1)c1ccc(C)cc1 | 101.0 | 108.0 | 4.1 | 101.0 | -1.0 | 9 | 17.5 | 98.0 | 101.0 | 0.4 | 105.0
COc1cc(NC(=O)c2ccc(-c3ccc(Br)cc3)o2)ccc1NC(=O)C(C)C | 99.0 | 108.0 | / | 98.0 | 0.0 | 9 | -8.2 | 95.0 | 100.0 | -4.2 | 101.0
COc1cccc(C(=O)Nc2ccc(N3CCCC3)cc2)c1 | 103.0 | 106.0 | -12.9 | 101.0 | 39.0 | 9 | -25.1 | 106.0 | 100.0 | 50.1 | 103.0
CC(C)Oc1ccc(C(=O)NC2(C(F)(F)F)NC(=O)N(CCCc3ccccc3)C2=O)cc1 (configuration not stated) | 99.0 | 103.0 | -4.6 | 98.0 | -6.0 | 4 | -24.4 | 99.0 | 98.0 | 13.5 | 97.0
O=C(CSCc1cccc(CSCC(=O)Nc2ccccc2)n1)Nc1ccccc1 | 104.0 | 107.0 | / | 105.0 | 0.0 | 10 | -28.9 | 105.0 | 100.0 | -1.6 | 101.0

Screens (PubChem)
